# Source: PubChem BioAssay (National Center for Advancing Translational Sciences (NCATS))
# N370S GC: qHTS Assay for Inhibitors and Activators of N370S glucocerebrosidase as a Potential Chaperone Treatment of Gaucher Disease; Lysosomal acid glucosylceramidase (Homo sapiens), P04062; N370S GC spleen homogenate, 4MU-glucoside fluorescence; Potency, µM (top dose mostly 59.4 µM), for the others: at the highest dose activity change, negative = inhibition, actives largely listed as inhibitors; 0.092% of 330,000 active;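 note: 0% = full enzyme activity and -100% = no enzyme basal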
# FEN1 inhibitor: qHTS Assay for the Inhibitors of Human Flap endonuclease 1 (FEN1). Potency, µM (doses to about 114 µM), for inactives: at the top dose activity change, negative = inhibition, most hits filed as inhibitors. Recombinant FEN1 flap cleavage, fluorescence, 15 min. 0.35% of 390,000 active. AID 588795, 2011. P39748; note: nearly all actives have a fitted effect of over 65% in size
# Target sequence (P39748 whole entry, looked up): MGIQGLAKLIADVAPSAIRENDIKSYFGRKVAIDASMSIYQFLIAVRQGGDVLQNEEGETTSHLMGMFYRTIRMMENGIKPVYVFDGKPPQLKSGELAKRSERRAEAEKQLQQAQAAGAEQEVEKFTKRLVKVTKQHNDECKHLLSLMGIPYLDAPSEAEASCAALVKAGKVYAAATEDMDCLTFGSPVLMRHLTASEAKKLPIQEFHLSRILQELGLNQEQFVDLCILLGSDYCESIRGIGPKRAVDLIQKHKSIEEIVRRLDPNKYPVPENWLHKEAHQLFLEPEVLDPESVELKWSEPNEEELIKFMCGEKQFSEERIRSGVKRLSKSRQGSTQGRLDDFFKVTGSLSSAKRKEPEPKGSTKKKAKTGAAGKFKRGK
#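 FEN1 at 10 nM, compound pretreatment for 15 min (room temperature), 50 nM final substrate to initiate; endpoint reads at 0 and 15 min; DMSO-only plates used as vehicle background.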
# TDP1 cell CPT: qHTS for Inhibitors of human tyrosyl-DNA phosphodiesterase 1 (TDP1): qHTS in cells in presence of CPT. 12% of 420,000 active. chicken DT40 Tdp1-/-;hTDP1 cells + 20 nM CPT, ATP luminescence, 48 h. AID 686979, 2013. Potency, µM (titrated, usually from 46.2 µM), for the others: at the highest dose activity change, negative = growth inhibition, usual class: inhibitors; note: nearly all actives have a fitted effect of over 55% in size
#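 Cell growth measured by CellTiter-Glo luminescence after a minimum 48 h, 37 C compound exposure with 20 nM CPT in Tdp1-knockout DT40 cells stably expressing hTDP1, seeded 400/well; qHTS titration format.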
# * = called active by the depositor; ? = inconclusive; / = not tested or not shown; & = joins results of further samples; [ ] = dose if it differs, or a comment. Calls come from the whole dose curve; as a rule, active = well fitted curve in the direction sought with a large enough effect; inconclusive = small, poorly fitted or top-dose-only effect, or another doubt; inactive = no such curve, though single readings can be large; an effect the other way counts as inactive or inconclusive. Unless noted, % is set by controls: 0 for no effect and ±100 for the full control effect; potency is the fitted concentration of half-maximal effect. This is a subset; rates above refer to the full screens.
SMILES,N370S GC,FEN1 inhibitor,TDP1 cell CPT
COc1ccc(C(=O)NCC(c2ccc(F)cc2)N2CCOCC2)cc1S(=O)(=O)N1CCCC1 (stereo not drawn),-6%,-1%,2%
Cc1ccc(-c2cc(C(=O)N/N=C/c3ccc([N+](=O)[O-])o3)c3ccccc3n2)o1,-5%,5%,18µM*
O=C(NC1CC1)c1sc2cc(F)ccc2c1Cl,/,37%[activator],-10%
O=C(NCc1ccco1)c1cc(-c2ccccc2)nn1CC1CC(c2cccc([N+](=O)[O-])c2)=NO1 (stereo not drawn),/,8%,?
CC(=O)N1CCN(C(=S)Nc2ccc(SC(F)F)cc2)CC1,-19%,-2%,-24%
Nn1c(SCC(=O)Nc2ccc3c(c2)OCCO3)nnc1-c1cccnc1,0%,9%,-24%
O=C(Nc1cccc(S(=O)(=O)N2CCCCC2)c1)c1cccs1,-20%,-11%,-16%
Cc1ccc(S(=O)(=O)N(C)C[C@@H]2Oc3ccc(NS(C)(=O)=O)cc3CC(=O)N([C@H](C)CO)C[C@@H]2C)cc1,/,-12%,-14%
CCOC(=O)c1c(C)c(C(=O)N2CCN(c3cccc(Cl)c3)CC2)c(C)n1C,-6%,-10%,?
CCCN(CCC)C(=O)CSc1nnc2cc(C)c3cc(C)cc(C)c3n12,/,0%,?
O=C(Cn1ccc(C(F)(F)F)n1)N=Nc1c(O)[nH]c2ccccc12,6%,-1%,6%
COc1ccc(CN2CCn3ncc(C(=O)Nc4ccccc4)c3C2=O)cc1,10%,-9%,?
COc1ccc(CN(C)C(=O)CCC(=O)N2CCN(S(=O)(=O)c3ccc(Cl)cc3)CC2)c(OC)c1,/,11%,?
CCc1ccc(N2CC(C(=O)Nc3nc4ccc(S(C)(=O)=O)cc4s3)CC2=O)cc1 (stereo not drawn),-3%,-19%,0%
CCN1CCCC1CNS(=O)(=O)c1ccc(Br)cc1 (stereo not drawn),-32%,-6%,-2%

# Among those listed so far, these contain a thiophene ring, fused or not.
SMILES,N370S GC,FEN1 inhibitor,TDP1 cell CPT
O=C(NC1CC1)c1sc2cc(F)ccc2c1Cl,/,37%[activator],-10%
O=C(Nc1cccc(S(=O)(=O)N2CCCCC2)c1)c1cccs1,-20%,-11%,-16%

# Later entries.
SMILES,N370S GC,FEN1 inhibitor,TDP1 cell CPT
COc1ccc(OCCN2C(=O)NC3(CCc4ccccc4C3)C2=O)cc1 (stereo not drawn),-5%,1%,-25%
COCCNC(=S)N/N=C(\C)c1ccccc1O,-26%,-8%,0.026µM*
Cc1ccccc1CCNC(=O)C1CC(O)CN1C(=O)Nc1ccccc1 (stereo not drawn),-1%,-1%,-16%
Cc1nc2ccccc2nc(C)c1=NOCc1cccc(Cl)c1,8%,-15%,-19%
CCOc1ccc(-c2c(=O)n(OCc3nc4ccccc4[nH]3)c3ccccc3[n+]2[O-])cc1,1%,-12%,?
Nc1ncc(S(=O)(=O)N2CCN(c3ccccc3)CC2)cn1,/,15%,-26%
Cc1cccc(C)c1NC(=O)COn1nnc2ccc(C(F)(F)F)cc21,-2%,-3%,-3%
CN(C)/C=C(/C(=O)c1ccc(Cl)cc1Cl)S(=O)(=O)c1ccc(Cl)cc1,20%,-12%,-20%
COc1ccc(Cn2cc(C(=O)c3ccc(C)cc3)c(=O)c3cc(OC)c(OC)cc32)cc1,/,-1%,?
O=C(NN=C1CCC(c2ccccc2)CC1)c1cc2c(s1)CCCC2 (stereo not drawn),-6%,-5%,-8%
O=c1c2ccccc2n2c(-c3ccccc3O)nnc2n1Cc1ccc(F)cc1,/,-8%,-5%
CC(NC(=O)COC(=O)CNC(=O)c1ccc(-c2ccccc2)cc1)c1ccccc1 (stereo not drawn),-16%,2%,-3%
CC1(C)C2CCC1(CS(=O)(=O)NC(CC(=O)O)c1cccc(Br)c1)C(=O)C2 (stereo not drawn),-2%,4%,-12%
Cc1nnc(Nc2ccc(Cl)cc2)s1,-3%,-2%,3%
Cc1ccc2c(c1)N(CC(=O)NCCCN1CCN(C)CC1)C(=O)CO2,-13%,-4%,4%

# Quoted at random: 2 compounds from above
SMILES,N370S GC,FEN1 inhibitor,TDP1 cell CPT
Cc1ccc(-c2cc(C(=O)N/N=C/c3ccc([N+](=O)[O-])o3)c3ccccc3n2)o1,-5%,5%,18µM*
CN(C)/C=C(/C(=O)c1ccc(Cl)cc1Cl)S(=O)(=O)c1ccc(Cl)cc1,20%,-12%,-20%

# Continued:
SMILES,N370S GC,FEN1 inhibitor,TDP1 cell CPT
Cc1ccc(Oc2ncc(CN3CCOCC3)s2)cc1,3%,-2%,0%
CCN1C(=O)/C(=C\c2nc3ccccc3c(=O)n2CC)c2ccccc21,-6%,-2%,16µM*
CC1CCCCC12NC(=O)N(CC(=O)NCC(=O)Nc1ccc(F)c(F)c1F)C2=O (stereo not drawn),/,0%,1%
C=CCn1c(Cc2cccs2)nnc1SCC(=O)Nc1cc(OC)cc(OC)c1,10%,-15%,?
COC(=O)c1ccc(NC(=O)c2cn(-c3cccc(C)n3)cn2)cc1,18%,-5%,-10%
COc1ccc(N2CCN(C(C)C(=O)Nc3nnc(C)s3)CC2)cc1 (stereo not drawn),1%,-3%,-2%
COc1ccc(NC(=O)CN(C)S(=O)(=O)c2ccc3nc(C)sc3c2)cc1Cl,/,1%,23µM*
O=C(Cn1[nH]c(=O)c2ccccc2c1=O)NCC1COc2ccccc2O1 (stereo not drawn),/,10%,?
CCN1CCc2c(sc(-n3cccc3)c2C(C)NC(=O)Nc2ccc(C(=O)OC)cc2)C1 (stereo not drawn),/,4%,18µM*
COc1ccccc1CNC(=O)[C@@H]1CCCN1C(=O)C1CCN(S(=O)(=O)c2ccc(C)cc2)CC1,5%,-1%,-26%
NS(=O)(=O)c1ccc(Cc2ncc(C(F)(F)F)cc2Cl)s1,-15%,-1%,?
Cn1c(NC(=O)/C=C/c2ccccc2)cc(=O)n(C)c1=O,14%,-1%,0%
COc1ccccc1CNC(=O)Cn1ccc2cc(S(=O)(=O)N3CCCC3)ccc21,-5%,-3%,-14%
COc1cccc(-c2nc(Nc3ccncc3)c3ccccc3n2)c1,-16%,/,8.2µM*
Cc1cc(-c2csc(NC(=O)c3ccc(=O)[nH]c3)n2)c(C)n1Cc1ccccc1,-3%,-8%,?
O=C(Nc1ccc(S(=O)(=O)N2CCOCC2)cc1)C1CCCCC1,-5%,-2%,-18%
Cc1ccccc1C(=O)OC1OC(=O)C(Cl)=C1Nc1ccccc1 (stereo not drawn),8%,-19%,?
CCCCN(CC)C(=O)c1ccccc1Oc1ccccc1,-9%,1%,21µM*
Nc1c(-c2nc(-c3ccccc3)no2)nnn1CC(=O)Nc1cccc(F)c1,/,3%,?
COc1ccc(N2CCN(C(=O)C(CC(C)C)NS(=O)(=O)c3ccc4nc(C)sc4c3)CC2)cc1 (stereo not drawn),/,-14%,12µM*
COc1ccccc1N1CCN(CCCNC(=O)Nc2ccccc2)CC1,-19%,-2%,4%
COc1ccc(-c2nc3c4ccccc4ccn3c2CN2CCOCC2)cc1OC,15%,?,15µM*
COCCn1c(N)c(N(Cc2ccccc2)C(=O)c2cc3ccccc3o2)c(=O)[nH]c1=O,9%,-7%,16%
CN1CCN(S(=O)(=O)c2ccc(NC(=O)c3ccco3)cc2)CC1,7%,-2%,-3%
COc1ccc(/C=C2/Sc3ccc(C(=O)NCCCN4CCOCC4)cc3NC2=O)cc1OC,-21%,?,4.6µM*
Cc1ccc(-c2nc(-c3ccccn3)no2)cc1[N+](=O)[O-],1%,7%,?
COc1ccc(OCC(=O)N2CCN(C(=O)c3ccco3)CC2)cc1,21%,-4%,0%
CSc1nc(N2CCOCC2)c2c(c1C#N)CC(C)(C)OC2,?,1%,?
CC(C)C1COC(c2cccc3ccccc23)=N1 (stereo not drawn),5%,-14%,-14%
CNC(=O)c1ccc2c(c1)N(Cc1cc(C)ccc1C)C(=O)c1ccccc1S2,/,-16%,?
Cc1cc(N2CCN(Cc3cn(C)nc3-c3ccccc3F)CC2)cc(C)n1,-1%,-2%,5.8µM*
COc1ccccc1NC(=O)CSc1nc(O)cc(=O)[nH]1,4%,-7%,-11%
Cc1ccc(CS(=O)(=O)c2cn(CC(=O)N(C)c3ccccc3)c3ccccc23)cc1,/,-1%,?
COc1ccc(Cc2noc(CN(C)CC3CCN(Cc4ccccc4)CC3)n2)cc1OC,-4%,-9%,-21%
CCCOc1ccc(NC(=O)CC2C(=O)N(c3ccccc3)C(=O)N2Cc2ccc(F)cc2)cc1 (stereo not drawn),/,-3%,16µM*
Cc1nc(C(=O)NNC(=O)c2ccccc2)c(C(F)(F)F)o1,-18%,-2%,?
CN(C)c1ccc(-c2nc(N(C)Cc3ccco3)c3ccccc3n2)cc1,-19%,/,29µM*
Cc1c(NC(=O)CSc2nnc(Nc3ccccc3)s2)c(=O)n(-c2ccccc2)n1C,6%,-3%,-13%
CCn1c2ccccc2c2cc(/C=N/NC(=O)c3cc(O)cc(O)c3)ccc21,20%,?,-22%
COc1ccc2c(c1)CC/C2=N\OC(=O)c1cccc(C)c1,7%,6%,-8%
CC[C@H](C)[C@H]1CNC(=O)C(=O)N1CC1CCN(CCCc2ccc(OC)c(OC)c2)CC1,/,-16%,-2%
COC(=O)c1ccc2c(=O)n3nc(Nc4cc(OC)ccc4OC)sc3nc2c1,/,-5%,?
Cc1cc(C)c(CN2CCN(C(=O)Cn3cnc4c(NCc5ccccc5)ncnc43)CC2)c(C)c1,/,-20%,5.8µM*
O=C(CSc1n[nH]c(-c2ccccc2)n1)Nc1ccccc1O,-5%,-3%,5%
COC(=O)Cc1ccc(NC(=S)NCc2ccc(Cl)cc2)cc1,6%,-4%,?

# Part of the list above in order of molar mass, smallest number first.
SMILES,N370S GC,FEN1 inhibitor,TDP1 cell CPT
Cc1nc(C(=O)NNC(=O)c2ccccc2)c(C(F)(F)F)o1,-18%,-2%,?
COC(=O)c1ccc2c(=O)n3nc(Nc4cc(OC)ccc4OC)sc3nc2c1,/,-5%,?
Cc1c(NC(=O)CSc2nnc(Nc3ccccc3)s2)c(=O)n(-c2ccccc2)n1C,6%,-3%,-13%

# Next part:
SMILES,N370S GC,FEN1 inhibitor,TDP1 cell CPT
CCCn1c(SCC(=O)Nc2nc(C)c(C(=O)OC)s2)nnc1C(C)C,-16%,0%,-26%
O=C(Nc1ncc([N+](=O)[O-])s1)C1COc2ccccc2O1 (stereo not drawn),-20%,-7%,15µM*
CCCNc1ncnc2[nH]ncc12,/,-11%,1%
Cc1ccc(CN2CCSc3ccc(C(=O)N4CCN(c5ccccc5)CC4)cc32)cc1,/,15%,?
CCOC(=O)C1CCN(c2ncnc3cc(OC)c(OC)cc23)CC1,-4%,-10%,?
COC(=O)C(C)(C(=O)OC)c1ccc([N+](=O)[O-])cn1,6%,-3%,5%
CNS(=O)(=O)c1cccc(C(=O)OCc2cc(C(C)=O)ccc2OC)c1,8%,-2%,4%
Cc1cc(-c2ccc(C)c(S(=O)(=O)N(C)c3ccc(C)c(C)c3)c2)on1,/,9%,?
COc1ccc(S(=O)(=O)NCCc2ccccc2)c2cccnc12,-8%,-13%,-2%
CCCCNC(=S)Nc1cccc(C(C)=O)c1,7%,-4%,1%
O=C(c1ccc(N2CCN(C(=O)c3ccc(F)cc3F)CC2)cc1)c1cccc(F)c1,-17%,-23%,?
COC(=O)c1ccccc1NC(=O)Cn1ncc2c(C)n(Cc3ccc(F)cc3)c(C)c2c1=O,/,-23%,21µM*
O=C(COC(=O)/C=C/c1cccc(C(F)(F)F)c1)NC1CCCCCC1,/,-7%,-2%
Nc1c(C(=O)N/N=C/c2ccc([N+](=O)[O-])cc2)sc2nnc(-c3ccccc3)c(-c3ccccc3)c12,-2%,0%,18%
CCN(CC)S(=O)(=O)c1ccc(C)c(NC(=O)COC(=O)c2ccc(C)c(S(=O)(=O)N3CCOCC3)c2)c1,/,14%,-24%
COc1ccc(C(CNC(=O)c2ccc(NS(=O)(=O)c3ccc(F)c(C)c3)cc2)N(C)C)cc1 (stereo not drawn),-19%,0%,?
Clc1ccc(CNc2nc(N3CCOCC3)nc(N3CCOCC3)n2)cc1,28%,1%,-11%
C=CCN1CCc2c(cc(O)c(O)c2Br)[C@@H](c2ccccc2)C1,-1%&-7%,-20%,?
O=C(OCCc1cc2ccccc2c(=O)o1)c1ccc(C(F)(F)F)cc1,/,-6%,-12%
CCCCc1cc(=O)oc2cc(OCc3nn[nH]n3)c(Cl)cc12,25%,3%,6%
CCn1cc(C(=O)NCC2CCCO2)c2cc(OC)c(OC)cc2c1=O (stereo not drawn),6%,-6%,-3%
Cc1cccc(N2CCN(C(=O)c3ccccn3)CC2C)c1 (stereo not drawn),-5%,9%,?
Cc1ccc(-n2cccn2)c(CN2CCC(CO)(CCc3ccccc3)CC2)c1,-18%,4%,-22%
Cc1ccc(C(=O)N/C(=C\c2ccc3c(c2)OCO3)C(=O)Nc2ccc(C(=O)O)cc2)cc1,-3%,2%,-8%
